# From PubChem
# CCT chaperon mod = High-Throughput Screening for Modulators of Cytosolic Chaperonin Activity. hit rate 0.3% among 360,000. AID 651819, 2012. activity change, % (no concentration beside the values), hits read low. purified chaperonin ATPase assay, HTRF ADP detection, 30 min; in the data active = activity change below about -30%; note: % is set by controls: 0 for no effect and ±100 for the full control effect
#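 TRiC (40 or 20 nM final, by batch activity) in 30 mM Tris pH 7.4, 100 mM KCl, 5 mM MgCl2, 1 mM DTT was treated with compound at 76 uM single dose, then 10 uM ATP, 30 min at 37 °C. ADP was read by HTRF Transcreener.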
# DRD3 antagonist = qHTS of D3 Dopamine Receptor Antagonist: qHTS; D(3) dopamine receptor (Homo sapiens), P35462; D3R cells, DiscoveRx beta-arrestin luminescence, antagonist mode; active compounds read low; max response, negative = inhibition, %; hit rate 2.5% among 360,000; AID 652054, 2013; in the data active = max response below about -50%; inconclusive = no clear call, values can overlap the other calls; note: % is set by controls: 0 for no effect and ±100 for the full control effect; mostly tested at two doses, the higher about 12 µM
#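 Cells plated overnight at 1500 cells/well, then exposed to library compounds with dopamine controls for 90 minutes at 37 degrees C. DiscoveRx reagent added for 30–60 minutes at room temperature; luminescence read, quantitative HTS format.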
# D3 ag = qHTS of D3 Dopamine Receptor Agonist: qHTS | D(3) dopamine receptor (Homo sapiens), P35462 | AID 652048, 2013 | D3R DiscoveRx beta-arrestin cells, luminescence, 90 min | hit rate 0.58% among 410,000 | max activation, %; in the data active = max activation above about 30%; note: 0% is about no effect; mostly tested at two doses, the higher about 12 µM
#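 Cells at 1500/well, incubated overnight, then treated with pinned compounds (dopamine as control) for 90 min at 37 degrees C. DiscoveRx reagent added for 30 - 60 minutes at room temperature; luminescence read.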
# Mm-Cpn inhibitor = Inhibitors of TCP-1 ring complex (TRiC) of Methanococcus maripaludis (MmCpn): qHTS | Chaperonin Mm-Cpn (Methanococcus maripaludis) | purified Mm-Cpn ATPase, ADP Transcreener TR-FRET | Potency, µM (top dose mostly 76.9 µM), for inactives: top-dose activity, negative = inhibition, actives largely listed as inhibitors | hit rate 0.031% among 330,000 | AID 504842, 2011; note: potency is the fitted concentration of half-maximal effect; % is set by controls: 0 for no effect and ±100 for the full control effect; nearly all actives have a fitted effect of over 80% in size
#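 TR-FRET (320 nm excitation; 590 and 665 nm emission) reports ADP made from 10 uM ATP by 25 nM enzyme; compounds were preincubated 10 min, reaction run 30 min, both at 37°C.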
# PTHR1 ag = qHTS for PTHR1 Agonists: Primary Screen | Parathyroid hormone/parathyroid hormone-related peptide receptor (Homo sapiens), Q03431 | HEK293 GP2 PTHR1 cells, GloSensor cAMP luminescence, 1 h | Potency, µM (top dose mostly 115 µM), for inactives: at the top dose activation, most hits filed as activators | hit rate 0.075% among 410,000; note: potency is the fitted concentration of half-maximal effect; nearly all actives have a fitted effect of over 55% in size; some results filed as inactive show a strong effect at the top dose; inactives centre near -15; many of its hits are not listed in these tables
#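 HEK-293-derived GP2 cells expressing PTHR1 and a GloSensor cAMP reporter, 3,000/well, plated overnight, given luciferin plus IBMX (each 0.5 mM as added) for 1 h at 37 °C, then compound for 1 h at 37 °C. Luminescence was read after 15 min at room temperature.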
# Akt phos inh = HTS Assay for Inhibitors of Akt Phophorylation: Primary Screen; Neuro2A IGF-stimulated pAkt S473 HTRF, 20 min; active compounds read low; activity change, % for hits at 50 µM; hit rate 0.32% among 360,000; AID 651550, 2012; in the data active = activity change below about -80%; inconclusive = mostly about -51% to -80%; note: % is set by controls: 0 for no effect and ±100 for the full control effect
#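 Neuro2A cells (4,500/well, DMEM with 0.5% FBS) were treated with compound at a single 50 µM final concentration, stimulated with 6 nM IGF for 20 min at 37 °C, and lysed. Phospho-Akt Ser473 was read by HTRF as 665/615 ratio ×10^4.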
# EPAC2 antagonist = qHTS for Antagonist of cAMP-regulated guanine nucleotide exchange factor 2 (EPAC2): primary screen; AID 720708, 2013; hit rate 0.18% among 360,000; Potency, µM (highest dose often 114 µM), without a hit: at the top dose activity, negative = inhibition, most hits filed as inhibitors; EPAC2 GEF exchange of Rap1B-BODIPY-GDP, fluorescence; Rap guanine nucleotide exchange factor 4 (Homo sapiens), Q8WZA2; note: potency is the fitted concentration of half-maximal effect; % is set by controls: 0 for no effect and ±100 for the full control effect; nearly all actives have a fitted effect of over 45% in size; many of its hits are not listed in these tables
# Target sequence (Q8WZA2 whole entry, looked up): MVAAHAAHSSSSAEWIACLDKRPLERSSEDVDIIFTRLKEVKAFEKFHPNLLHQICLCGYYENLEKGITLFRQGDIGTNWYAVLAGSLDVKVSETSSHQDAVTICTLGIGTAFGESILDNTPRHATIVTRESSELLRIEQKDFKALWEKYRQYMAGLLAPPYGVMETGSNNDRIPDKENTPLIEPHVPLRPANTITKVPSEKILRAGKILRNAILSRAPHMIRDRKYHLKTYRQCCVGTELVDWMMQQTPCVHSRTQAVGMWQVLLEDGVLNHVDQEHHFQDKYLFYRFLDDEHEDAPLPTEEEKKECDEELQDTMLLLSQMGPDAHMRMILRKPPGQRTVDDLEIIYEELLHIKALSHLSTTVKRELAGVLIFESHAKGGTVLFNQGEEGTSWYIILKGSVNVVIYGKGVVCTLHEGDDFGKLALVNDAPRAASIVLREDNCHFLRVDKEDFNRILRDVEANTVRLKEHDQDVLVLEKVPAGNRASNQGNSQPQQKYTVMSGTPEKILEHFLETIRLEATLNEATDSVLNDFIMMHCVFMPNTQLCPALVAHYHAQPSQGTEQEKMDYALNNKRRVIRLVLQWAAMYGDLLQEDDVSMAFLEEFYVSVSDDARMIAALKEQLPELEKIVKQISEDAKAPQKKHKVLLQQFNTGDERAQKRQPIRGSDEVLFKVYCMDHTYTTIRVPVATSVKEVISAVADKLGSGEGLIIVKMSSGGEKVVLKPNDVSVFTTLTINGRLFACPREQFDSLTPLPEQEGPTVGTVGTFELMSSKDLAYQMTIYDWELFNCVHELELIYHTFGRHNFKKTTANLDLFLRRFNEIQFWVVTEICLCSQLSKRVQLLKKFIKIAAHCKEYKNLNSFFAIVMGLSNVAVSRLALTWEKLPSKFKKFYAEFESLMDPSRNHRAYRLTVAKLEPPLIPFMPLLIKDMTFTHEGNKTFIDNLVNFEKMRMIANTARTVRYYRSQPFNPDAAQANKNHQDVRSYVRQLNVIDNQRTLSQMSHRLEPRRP
# EPAC2 agonist = qHTS for Agonist of cAMP-regulated guanine nucleotide exchange factor 4 (EPAC2): primary screen; AID 720711, 2013; Potency, µM (doses to about 154 µM), without a hit: top-dose activation, hits mostly activators; EPAC2 activation, biochemical qHTS; response scale: 100% = 6.5 mM cAMP response; hit rate 0.079% among 360,000; note: potency is the fitted concentration of half-maximal effect; nearly all actives have a fitted effect of over 50% in size
#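 Readout is BODIPY fluorescence (480 nm excitation, 540 nm emission), which falls as labeled GDP is exchanged off Rap1B. EPAC2 at 100 nM acted on 250 nM RAP1B-BODIPY-GDP with 50 uM GDP present.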
# * hit, by the source's call; i = inactive; ? = inconclusive; . = not tested or not shown; & = joins results of further samples; [ ] = another dose, or the depositor's remark. Unless noted, calls come from the whole dose curve; as a rule, active = well fitted curve in the direction sought with a large enough effect; inconclusive = small, poorly fitted or top-dose-only effect, or another doubt; inactive = no such curve, though single readings can be large; an effect the other way counts as inactive or inconclusive.
# The line under a structure holds: CCT chaperon mod, EPAC2 agonist, PTHR1 ag, Mm-Cpn inhibitor, D3 ag, Akt phos inh, EPAC2 antagonist, DRD3 antagonist
> COc1ccc(OC)c(C(=O)N2CCC(C(=O)c3ccc(F)cc3)CC2)c1
  -1.1, 8%, -20%, 0%, 2, i, -5%, 12
> COc1ccc2cc(S(=O)(=O)NC3CC(C)(C)NC(C)(C)C3)ccc2c1
  -1.3, 2%, 25%, -1%, -5, i, -5%, -14
> CCC(=O)Nc1ccc(NC(=O)c2ccccc2Cl)nc1
  -0.2, -7%, -4%[57.5 µM], 0%, 1, i, 4%, 17
> CC(=O)Nc1cccc(NS(=O)(=O)c2cccc3nsnc23)c1
  -7.2, -7%, i, -2%, -14, i, -8%, -19
> CC(O)CNc1ncnc2nc[nH]c12 (stereo not drawn)
  0.4, 8%, -11%[57.5 µM], 1%, 7, i, 21%, 15
> CCn1cnc2sc(-c3ccccc3)cc2c1=O
  0.9, 4%, -17%[57.5 µM], 0%, 2, i, -3%, 1
> COc1ccc(OCc2ccc(C(=O)O)cc2)cc1
  2.4, 7%, i, 2%, 2, i, 20%, -11
> C=CCSc1nc2ccccc2n1C(=O)/C=C/c1ccc(OC)c(OC)c1
  0.7, -7%, -35%[inhibitor], -6%, -17, i, 11%, -10
> C=CCNC(=O)c1ccccc1NC(=O)c1ccc(Cl)c(S(=O)(=O)Nc2cccc(C)c2C)c1
  -0.2, -2%, i, -7%, 0, i, -17%, 17
> O=C(NC1CCCCC1)C1CCC(CNS(=O)(=O)c2ccccc2)CC1 (stereo not drawn)
  -9.3, -4%, -11%, 1%, 4, i, 1%, -13
> CC(C)CC(=O)NC(c1ccccc1Cl)c1c(O)ccc2ccccc12 (stereo not drawn)
  -0.8, 21%, i, 1%, -3, i, -12%, -1
> Cc1cnc(C(=O)Oc2c(C)ccc(C)c2C)cn1
  -1.7, -1%, ?, 1%, -4, i, -13%, -13
> COc1ccc(OC)c(C2=NOC(C(=O)N3CCN(c4ccccc4)CC3)C2)c1 (stereo not drawn)
  0.0, 11%, i, 1%, 5, i, -13%, 8
> Cc1onc(-c2c(F)cccc2Cl)c1C(=O)NC(=S)NC1CCSC1=O (stereo not drawn)
  3.5, 4%, i, 3%, -4, i, -7%, -3
> COc1ccc(NC(=O)C2CCCCN2S(=O)(=O)c2ccccc2)cc1S(=O)(=O)N1CCOCC1 (stereo not drawn)
  -1.6, 10%, -14%, ., 5, i, -4%, 36
> CCC(C)C(NC(=O)C1CCC(=O)N1C(=O)OCc1ccccc1)C(=O)NC(Cc1ccccc1)C(N)=O (stereo not drawn)
  -0.7, -7%, 2%, 2%, -2, i, -4%, -16
> CC(C)(C)C(=O)COC(=O)CNC(=O)c1ccc(Oc2ccccc2)cc1
  -3.9, -2%, i, 2%, 0, i, -8%, -20
> COc1ccc(CNC(=O)c2noc3c2CCCC3)cc1
  0.7, -1%, -35%[inhibitor], 2%, -2, i, 7%, 14
> COc1ccc(OCC(=O)Nc2c(C(=O)N3CCN(C)CC3)oc3ccccc23)cc1
  -1.5, 5%, -3%, 0%, -6, i, -10%, -6
> CC(CN1CCOCC1)OC(=O)c1ccc(Cl)cc1Cl (stereo not drawn)
  -2.6, 5%, i, 0%, -2, i, -3%, -9
> N#Cc1c(-c2ccccc2)cc(-c2cccs2)nc1SCC(=O)O
  -0.3, 7%, i, -17%, -16, i, -28%, -55*
> O=C(C1CC(=O)N(c2ccccc2)C1)N1CCN(C2=NS(=O)(=O)c3ccccc32)CC1 (stereo not drawn)
  -2.1, 11%, i, 0%, 4, i, 1%, 8
> O=C(/C=C/c1ccccc1)NCc1cccnc1
  -0.6, 7%, i, -3%, -2, i, -5%, 2
> COc1cc2c(cc1OC)C[N+](C)(C)CC2
  -2.1, 6%, -18%, ., -3, i, 4%, -5
> COc1ccccc1-c1csc(NC(=O)c2cc(-c3cccs3)nc3ccccc23)n1
  -0.7, -4%, i, -7%, -6, i, 3%, -10
> O=c1[nH]c(SCCc2ccccc2)nc2c1CCC2
  1.1, 2%, -20%, ., 14, i, 2%, 38
> CCCCOc1ccc(NC(=S)Nc2cc(C)nc(SCCCC)n2)cc1
  0.7, 9%, i, -8%, -4, i, 6%, 11
> Cn1cccc1C(=O)NC(=O)CSc1nnc(C2CC2)n1-c1ccccc1
  -0.3, 7%, i, -2%, -2, i, 5%, -10
> Nc1c(C(=O)O)sc2nc(-c3ccc(F)cc3)cc(-c3ccccc3)c12
  1.2, 8%, -24%, -6%, -19, i, -9%, -10
> Clc1ccc(OCCCCCN2CCCC2)c(Br)c1
  1.5, 1%, i, 0%, -14, i, 2%, -52*

# Filtered by structure, the entries above containing a Cl atom.
# The line under a structure holds: CCT chaperon mod, EPAC2 agonist, PTHR1 ag, Mm-Cpn inhibitor, D3 ag, Akt phos inh, EPAC2 antagonist, DRD3 antagonist
> CCC(=O)Nc1ccc(NC(=O)c2ccccc2Cl)nc1
  -0.2, -7%, -4%[57.5 µM], 0%, 1, i, 4%, 17
> C=CCNC(=O)c1ccccc1NC(=O)c1ccc(Cl)c(S(=O)(=O)Nc2cccc(C)c2C)c1
  -0.2, -2%, i, -7%, 0, i, -17%, 17
> CC(C)CC(=O)NC(c1ccccc1Cl)c1c(O)ccc2ccccc12 (stereo not drawn)
  -0.8, 21%, i, 1%, -3, i, -12%, -1
> Cc1onc(-c2c(F)cccc2Cl)c1C(=O)NC(=S)NC1CCSC1=O (stereo not drawn)
  3.5, 4%, i, 3%, -4, i, -7%, -3
> CC(CN1CCOCC1)OC(=O)c1ccc(Cl)cc1Cl (stereo not drawn)
  -2.6, 5%, i, 0%, -2, i, -3%, -9
> Clc1ccc(OCCCCCN2CCCC2)c(Br)c1
  1.5, 1%, i, 0%, -14, i, 2%, -52*

# Remaining list, next part:
# The line under a structure holds: CCT chaperon mod, EPAC2 agonist, PTHR1 ag, Mm-Cpn inhibitor, D3 ag, Akt phos inh, EPAC2 antagonist, DRD3 antagonist
> Cc1ccc(OCCn2cc(/C(N)=N/O)c3ccccc32)cc1C
  -3.1, 17%, ?, 1%, -3, i, -17%, 9
> CC(/C=N/NC(=O)Cc1cc(=O)[nH][nH]1)=C\c1ccccc1
  0.1, 8%, i, -1%, -8, i, 9%, 3
> N#CCc1nn(-c2ccccc2)c2ncnc(N)c12
  -3.3, 5%, ?, -3%, 4, i, -1%, 1
> CCOc1cc(OCC)cc(C(=O)N2CCC[C@H]2C(=O)N2CCC[C@H]2C(=O)N[C@@H](C)c2ccccc2)c1
  0.2, 8%, i, ., 1, i, 0%, 4
> NC(=S)N/N=C/c1ccc(-c2cc(Cl)cc(Cl)c2)o1
  -0.5, 7%, i, ., -3, i, 16%, -17
> CN(C)S(=O)(=O)N1CCN(c2ccc(Cl)cc2)CC1
  1.7, 11%, -9%, -1%, 6, i, -4%, -26
> COc1ccc(-c2noc(CCCC(=O)N3CCN(c4cc(C)ccc4C)CC3)n2)cc1
  -1.3, 5%, -92%[inhibitor], 2%, 5, i, -6%, 42
> CCc1cccc(CC)c1C(OC(C)=O)c1cccnc1 (stereo not drawn)
  -13, 8%, i, ., -4, i, -22%, 12
> CCN(CC)CCNC1=CC(=O)OC12CCCCC2
  -2.1, 11%, i, -1%, -10, i, -1%, -22
> CCCCc1nnc(NC(=O)C2CC(=O)N(Cc3ccccc3)C2)s1 (stereo not drawn)
  -1.6, 2%, -8%, 0%, -4, i, 2%, -7
> COCCNC(=O)CSCc1nc(-c2ccc(SC)cc2)oc1C
  -0.3, 10%, -22%[57.5 µM], -2%, 0, i, 2%, 7
> O=C1/C(=C\c2ccc3ccccc3c2)CCCc2ccccc21
  -2.5, 5%, -24%, 1%, -6, i, 4%, 2
> O=C(NCCC1CCCCN1S(=O)(=O)c1ccccc1)C(=O)NCc1ccncc1 (stereo not drawn)
  -0.6, -2%, -17%, 1%, 3, i, -13%, ?
> CC(C)C(=O)c1c(C(C)C)nn2ccccc12
  0.5, 1%, -23%, ., -8&-9, i, 2%, 7
> CC1CC(OCC(O)CN2CCN(Cc3ccccc3)CC2)CC(C)(C)C1 (stereo not drawn)
  0.5, 8%, i, 1%, -20, i, 2%, 0
> Cc1c(CNC2CCC(C)CC2)c(C(=O)O)c(C)n1Cc1ccccc1 (stereo not drawn)
  -2.6, 18%, -20%, 1%, -5, i, -13%, ?
> CCOC(=O)c1cnc2cc(C)nn2c1C
  -0.5, 4%, -19%[57.5 µM], 1%, 2, i, 2%, -25
> Cc1ccc(C(=O)NC(=S)Nc2ccccc2C(F)(F)F)c(C)c1
  1.2, -3%, -1%[57.5 µM], 0%, 5, i, -2%, 38
> CN1CCN(c2nc(NCc3ccco3)nc(N)c2[N+](=O)[O-])CC1
  -0.8, 10%, i, 1%, -18, i, -3%, -80*
> COCCN1C(=O)c2ccccc2C(C(=O)Nc2ccc3c(c2)OCCO3)C1c1ccc(F)cc1 (stereo not drawn)
  -2.5, 2%, -12%, 2%, 2, i, -2%, -4
> COc1ccc(N2CCN(C(=O)COC(=O)c3ccc(-n4nc(C)cc4C)cc3)CC2)cc1
  -0.7, 0%, -13%, -2%, 10, i, 1%, 0
> C=CCSc1nnc(-c2cc(C(C)(C)C)nn2Cc2ccc(F)cc2)n1C
  0.2, -2%, -22%, ?, 2, i, -10%, 3

# Only part of the results is shown; count on the stated rates, not on these rows.
